# Screens deposited in PubChem BioAssay by NCI.
# Growth percent in the NCI-60 one-dose screen (48 h, 10 µM unless noted): 100 = growth as untreated, 0 = no growth, -100 = all killed.
# NCI-H522: NCI-H522 lung cancer | AID 1794739 | 78,000 compounds, 8% hits
# NCI/ADR-RES: NCI/ADR-RES ovarian cells. 81,000 compounds, 4.4% hits
# ACHN: ACHN renal cancer; 81,000 compounds, 4.9% hits; AID 1794771
# CAKI-1: CAKI-1 renal cancer; 75,000 compounds, 4.7% hits; AID 1794772
# NCI-H226: NCI-H226 lung cancer. 79,000 compounds, 3.5% hits. AID 1794732
# NCI-H460: NCI-H460 lung cancer; 82,000 compounds, 6.8% hits
# RXF 393: RXF 393 renal cancer cells. 77,000 compounds, 6.9% hits. AID 1794773
# A498: A498 renal cancer cells. 76,000 compounds, 5.4% hits. AID 1794774
# NCI-H23: NCI-H23 lung cancer. 80,000 compounds, 4% hits
# * = called active by the depositor; . = no result given; & = joins results of further samples; [ ] = dose if it differs, or a comment. Rule for the calls: active = growth percent below 10; inactive = the rest.
SMILES,NCI-H522,NCI/ADR-RES,ACHN,CAKI-1,NCI-H226,NCI-H460,RXF 393,A498,NCI-H23
CCOC(=O)CNP(=O)(OC[C@@H](Cc1ccccc1)NC(=O)c1cc2ccccc2s1)Oc1ccccc1 (stereo not given in full),72,51,100,71,93,73,84,39,81
CCOC(=O)CC1=CSC2=NC3C(NN12)N(C)C(=O)N3C (stereo not given),99,102,103,93,91,110,102,113,102
COc1cccc(C2(Cc3cccc(Cl)c3)C(=O)Nc3cc(Cl)ccc32)c1 (stereo not given),62,76,90,82,95,103,110,110,77
CC(=O)c1c(C)[nH]c(-c2nc3ccc(N4CCN(C)CC4)cc3[nH]2)c1C,40,84,83,.,71,85,92,91,79
CCOC(=O)C1=C(C)NC(=O)NC1c1ccc(OCc2cn(-c3ccc(C(C)=O)cc3)nn2)c(OC)c1 (stereo not given),84,96,99,98,102,107,116,100,100
O=C(O)c1cccc2ccccc12,94,105,101,96,103,112,119,108,106
COc1ccc(CC(C)=C(c2ccc(O)cc2)c2ccc(O)cc2)cc1,90,94,103,74,102,104,98,.,90
CCOC(=O)c1nnn(-c2nonc2N)c1-c1cc(OC)c(OC)c(OC)c1,91,103,104,116,.,110,100,97,101
COc1c(B(O)O)cccc1-c1nc2ccc3[nH]ncc3c2c2c1C1CCC2C1 (stereo not given),60,79,63,1.4*,.,51,29,87,85
Nc1cccc2cc(S(=O)(=O)O)ccc12,.,104,104,73,103,102,.,64,88
CCN(CC)CCCNCCN(CC)CC,.,103,114,93,101,104,107,.,101
O=C(c1ccccc1)C(Cc1ccccc1)N1CCCCC1 (stereo not given),89,101&104,107&102,113,103&98,115&103,109,117&81,98&97
CSS[C@@H]1O[C@]23OC[C@H](O)[C@H]2OC(=O)[C@]3(O)[C@H]1C,90,105,104,95,102,106,103,103,103
COc1ccc(N=Cc2c(-c3ccc(S(C)(=O)=O)cc3)nc3ccccn23)cc1,80,97,87,81,103,95,115,79,.
Cc1cc(Br)cc(Br)c1O,.,108,97,105,111,119,124,133,105
C=C1[C@@H](O)CC[C@@H]2[C@@](C)(CCc3ccoc3)[C@H](C)CC[C@@]12C,90,107,117,98,101,113,110,92,98
O=P(O)(O)c1cc(-c2ccccc2)oc1-c1ccccc1,113,81,93,99,91,112,83,106,92
CN1CCN(C(=O)CNc2nnc(-c3cccnc3SCc3ccccc3)s2)CC1,90,99,102,94,91,109,118,90,94
COC(=O)CCCCCCCC=O,91,105,91,99,92,101,99,104,99
CC(=O)Nc1ccc2c(c1)C(C)c1ccccc1-2 (stereo not given),78,113,103,97,104,106,101,94,.
COC(=O)/C=C1/SC(=NCc2ccccc2)N(CCc2c[nH]c3ccccc23)C1=O,77,81,100,102,109,92,82,88,87
CC(=O)Nc1cc(C)ccc1O,.,104,107,93,104,103,106,101,102
CC1=CC(c2ccc(C)cc2)N2C(C)=CSC2=N1 (stereo not given),89,113,106,99,95,105,107,105,98
Cc1cc2ccccc2[nH]1,85,102,98,106,93,102,109,99,96
COC(=S)SCC(=O)c1ccc(Br)cc1,70,.,105,100,113,75,105,72,101

# Ordered by molecular weight (smallest number first): 3 of the compounds above
SMILES,NCI-H522,NCI/ADR-RES,ACHN,CAKI-1,NCI-H226,NCI-H460,RXF 393,A498,NCI-H23
COC(=O)CCCCCCCC=O,91,105,91,99,92,101,99,104,99
COc1cccc(C2(Cc3cccc(Cl)c3)C(=O)Nc3cc(Cl)ccc32)c1 (stereo not given),62,76,90,82,95,103,110,110,77
CCOC(=O)CNP(=O)(OC[C@@H](Cc1ccccc1)NC(=O)c1cc2ccccc2s1)Oc1ccccc1 (stereo not given in full),72,51,100,71,93,73,84,39,81

# Continuation:
SMILES,NCI-H522,NCI/ADR-RES,ACHN,CAKI-1,NCI-H226,NCI-H460,RXF 393,A498,NCI-H23
O=c1c2cc(F)ccc2sc2c(N3CCCC3)nc3ccccc3c12,96,94,103,83,100,108,107,67,98
CCCCCCCCOC(=O)c1cccnc1,102,92,101,105,96,105,102,.,92
CC(=O)c1ccccc1OC(=O)c1ccccc1,93,98,97,100,96,109,128,103,92
CC1(C)CC[C@]2(C(=O)O)CC[C@]3(C)C(=CCC4[C@@]5(C)C[C@@H](O)[C@@H]6OC(c7ccccc7Cl)OC[C@@]6(C)C5CC[C@]43C)C2C1 (stereo not given in full),56,43,29,52,64,41,77,.,62
O=C(Nc1ccc(-n2cc(-c3ccncc3)c(-c3ccc(Cl)c(O)c3)n2)cc1)N1CCOCC1,94,106,98,105,103,103,135,121,111
CC1(c2ccccc2O)NNC(=NCC(=O)c2ccccc2)N1C(Cc1c[nH]c2ccccc12)C(=O)O (stereo not given),71,98,87,95,81,90,87,89,82
CCCCC1COc2cccc3c2N1C=C/C3=C\C(=O)N(C)c1ccc(OC)cc1 (stereo not given),93,99,110,87,104,105,111,97,97
COC(=O)c1ccc(Cn2c(-c3ccccc3)cc(-c3ccccc3)c(C#N)c2=O)cc1,82,99,103,88,99,100,107,82,92
O=C(O)c1ccccc1,89&100&125,103&104&103,108&113,99&119&92,102&110&97,103&99&110,111,96&97&91,98&104&105
COC1=CC(c2ccc[nH]2)=N/C1=C\c1[nH]c(C)c(C(=O)CCC(=O)NCCSSCCNC(=O)CC[C@H](NC(=O)c2ccc(NCc3cnc4nc(N)[nH]c(=O)c4n3)cc2)C(=O)O)c1C,94,95,98,98,102,107,120,109,93
O=C(N=Nc1c(O)[nH]c2ccccc12)Nc1ccc(Cl)cc1,90,110,81,89,96,91,96,78,93
O=C1CC2C=CCN2C=C1NC(=O)c1cccs1 (stereo not given),103,105,107,101,103,112,107,94,99
CC1(C)CC2=NOS3=C2C(=NO3)C1c1ccccn1 (stereo not given),91,108,112,107,95,106,104,92,102
COc1c2c(cc3c1C(=O)N[C@@H]1[C@@H](O)[C@@H](O)[C@H](O)C[C@@H]31)OCCO2,93,113,103,94,93,109,102,104,104
CN(Cc1ccccc1)c1nc(Cl)c(C2CC(c3ccc(Cl)cc3)=NN2c2cc(Cl)cc(Cl)c2)s1 (stereo not given),91,102,102,84,102,106,104,111,94
Nc1nc(-c2ccc3ccccc3c2)nn1-c1nc2ccccc2s1,96,102,100,94,.,103,129,85,91
COc1ccc(C(CC(=O)c2ccccc2)Sc2ccccc2N)cc1OC (stereo not given),.,96,100,105,96,96,104,92,100
O=c1ccnc(SCc2ccc(Cl)cc2Cl)[nH]1,101,111,50,98,111,107,114,98,102
CC(=O)O[C@H]1CC2CCC3C(CC[C@@]4(C)C3C[C@H]([N+]3(C)CCCCC3)[C@@H]4OC(C)=O)[C@@]2(C)C[C@@H]1N1CCCCC1 (stereo not given in full),96,103,104,88,106,111,113,111,102
N#C/C(=C\NCc1ccc(Cl)cc1)S(=O)(=O)c1ccccc1,124,101,109,100,109,113,111,114,111
Fc1ccc(NC2=NCCN=C(Nc3ccc(F)cc3)SS2)cc1,69,93,88,76,91,98,89,60,90
CS(=O)(=O)Nc1ccc(-c2nn(-c3ccc(S(C)(=O)=O)cc3)cc2/C=N/O)cc1,82,92,81,87,69,66,79,107,.
CC1=NN(c2cc(Cl)c(S(=O)(=O)O)cc2Cl)C(=O)C1,103&113,105&104,101&103,100&100,97&103,105&108,110&119,87,98&118
C(#CCN1CCOCC1)CCCN1CCOCC1,95&105,104&105,98&101,95&98,115&100,111&114,119&110,104&87,105&109
CCc1cc(Cc2cc(CC)cc(C(C)(C)C)c2O)c(O)c(C(C)(C)C)c1,22,.,13,20,49,4.3*,5.6*,64,17

# Results in ACHN and RXF 393 (3 entries from above):
mol	ACHN	RXF 393
COC(=S)SCC(=O)c1ccc(Br)cc1	105	105
CC(=O)c1ccccc1OC(=O)c1ccccc1	97	128
CCN(CC)CCCNCCN(CC)CC	114	107

# The list goes on.
SMILES,NCI-H522,NCI/ADR-RES,ACHN,CAKI-1,NCI-H226,NCI-H460,RXF 393,A498,NCI-H23
CCCCCCOC(=O)C[C@H]1C[C@H](C(=O)OCCCCCC)C1(C)C,82,99,95,107,104,110,106,122,98
CCn1ncc2c(=O)c(C(=O)c3ccccc3)c[nH]c21,.,105,105,110,105,107,111,105,107
COc1ccc(Oc2ccccc2NC(=O)CNC(=O)c2cccc3ccccc23)cc1,.,15[5 µM],40[5 µM],.,61[5 µM],12[5 µM],10[5 µM],7.0*[5 µM],37[5 µM]
C=CCc1ccc(OC(C)=O)c(OC)c1,96,99,107,95,93,104,115,87,97
COc1ccc(-c2nc3sc4cc(OC)ccc4n3c2-c2nc3c(C)c(C)ccc3[nH]2)cc1,111,105,95,91,89,97,86,85,108
C[N+](C)(C)CCCCCCCCCC[N+](C)(C)C,.,98,112,104,96,98,101,123,89
Cc1nn(-c2ccccc2)c(Oc2ccccn2)c1-c1nc2ccccc2[nH]1,86,95,90,65,97,92,122,54,96
O=C(OC1CCCC1)C1(O)CCCCC1,92,105,106,107,99,105,114,115,101
Cc1cccc(C(=O)O)c1O,80&113&87&97,106&105&105&102,100&108&103&105,93&99&100&100,102&101&94&102,105&106&109&108,114&118&117&107,75&80&95&96,100&101&102&99
O=C1C2C3C=CC(O3)C2C(=O)N1Cc1ccncc1 (stereo not given),93,101,108,98,104,102,111,103,101
COc1ccc(C(=O)CSc2nc3c(c(Nc4ccc(S(N)(=O)=O)cc4)n2)CCCC3)cc1,91,103,90,71,98,91,82,86,88
COc1ccc(-c2[nH]c3ccc(OC)cc3c2/C=C(\C#N)S(=O)(=O)c2ccccc2)cc1,35,14,41,75,72,4.6*,-7.8*,-5.5*,25
CC(C)(C)OC(=O)Cn1cc(CNC(=O)[C@H](Cc2ccccc2)NC(=O)OCc2ccccc2)nn1,91,101,.,90,.,107,129,92,103
Cc1c(C(=O)Nc2ccc(Cl)cc2)sc2c(=O)[nH]c(C(F)(F)F)nc12,42,88,93,77,95,91,99,53,86
COc1cccc(NC(=O)c2sc3nc(C)c(C(C)=O)cc3c2N)c1C,80,101,97,.,97,91,93,53,100
Cc1cc(C)nc(SCC(=O)Nc2ccc(-c3nc4ccc([N+](=O)[O-])cc4[nH]3)cc2)n1,95,94,93,97,97,96,91,103,.
CCCCCN=C(N)N/N=C/c1c[nH]c2ccc(OC)cc12,106,97,106,89,89,96,128,113,.
O=C1OC(=O)C2(Br)C3C=CC(C3)C12 (stereo not given),.,110,108,91,104,104,101,92,111
Cc1[nH]c(=O)c(C#N)c2c1CCCC2,96,102,97,92,101,106,119,102,101
Cc1c(N2CN3C[C@H](C)N4CN(c5c(C)n(C)n(-c6ccccc6)c5=O)CN5C[C@@H](C)N(C2)C3C54)c(=O)n(-c2ccccc2)n1C (stereo not given in full),99,97,103,87,101,101,101,117,95
O=C(NCCOC(=O)Nc1cccc2ccccc12)OCc1ccccc1,99,113,100,99,95,112,115,93,114
COC(=O)C1(CC(=O)c2ccc(N3CCN(c4ccc(C(=O)CC5(C(=O)OC)NC(=S)NC(=O)C5C#N)cc4)CC3)cc2)NC(=S)NC(=O)C1C#N (stereo not given),101,115,106,99,100,130,107,110,107
C[C@@H]1CC[C@]2(C(=O)O)[C@H](CC[C@@H]3O[C@@]32C)[C@]1(CCc1ccoc1)C(=O)O,102,107,101,96,.,105,120,.,108
CSCCC(NC(=O)CN)C(=O)O (stereo not given),94,106,109,91,96,113,103,.,100
CCOC(=O)/C(F)=C/C1CC1CCc1ccc(OCC)cc1 (stereo not given),98,101,75,86,87,59,96,102,87
# Continued.
SMILES,NCI-H522,NCI/ADR-RES,ACHN,CAKI-1,NCI-H226,NCI-H460,RXF 393,A498,NCI-H23
CN(C)CCCNC(=O)c1cc(NC(=O)c2cc(NC(=O)c3ccc(C#Cc4ccccc4)cc3)cn2C)cn1C,-95*,57,19,19,4.6*,-29*,-38*,84,-43*
Cc1ccc(C(F)(F)F)cc1N1CCN(C(=O)[C@@H]2C[C@@H]2c2cccc(C(F)(F)F)c2)CC1,67,82,81,48,56,69,80,61,62
NCCNc1nc(Nc2ccc(-c3nc4ccccc4[nH]3)cc2)c2cn[nH]c2n1,17,95,92,91,81,55,43,115,58
O=C1CCc2c(sc3[nH]c(=S)n(-c4cc(C(F)(F)F)cc(C(F)(F)F)c4)c(=O)c23)C1,-47*,-13*,3.1*,0.9*,-19*,5.0*,-3.7*,-18*,-11*
Cc1cc(S(=O)(=O)O)ccc1O,.,127,114,87,102,105,.,107,113
CCOC(=O)c1cn2c3c(cccc3c1=O)C(=O)CC2,87,101,97,99,100,101,89,97,89
Nc1c(C(=O)Nc2cccc([N+](=O)[O-])c2)sc2nc3c(cc12)C(O)CCC3 (stereo not given),28,48,92,67,81,28,.,28,68
O=P(O)(O)OCC1OC(n2cnc3c(NCc4ccccc4)ncnc32)C(O)C1O (stereo not given),0.7*,30,8.8*,11,21,94,-0.9*,-12*,18
COc1ccc(CCCCC(=O)O)cc1OC,94,98,107,.,107,106,121,101,95
Clc1ccc(-c2cnc3sc(NCc4ccccc4)nn23)cc1,90,67,62,60,66,76,61,62,78
O=C(c1ccncc1)N1N=C(c2ccc(F)cc2)C[C@H]1c1cn(-c2ccccc2)nc1-c1ccccc1,89,68,83,73,107,70,56,72,88
O=C(c1ccccc1)C1OC1C(=O)c1ccccc1 (stereo not given),8.9*,-19*,33,15,61,64,2.7*,96,3.6*

# An excerpt of these results, as labelled records.
> CS(=O)(=O)Nc1ccc(-c2nn(-c3ccc(S(C)(=O)=O)cc3)cc2/C=N/O)cc1
  NCI-H522: 82; NCI/ADR-RES: 92; ACHN: 81; CAKI-1: 87; NCI-H226: 69; NCI-H460: 66; RXF 393: 79; A498: 107; NCI-H23: .

> CC1=NN(c2cc(Cl)c(S(=O)(=O)O)cc2Cl)C(=O)C1
  NCI-H522: 103&113; NCI/ADR-RES: 105&104; ACHN: 101&103; CAKI-1: 100&100; NCI-H226: 97&103; NCI-H460: 105&108; RXF 393: 110&119; A498: 87; NCI-H23: 98&118

> C(#CCN1CCOCC1)CCCN1CCOCC1
  NCI-H522: 95&105; NCI/ADR-RES: 104&105; ACHN: 98&101; CAKI-1: 95&98; NCI-H226: 115&100; NCI-H460: 111&114; RXF 393: 119&110; A498: 104&87; NCI-H23: 105&109
